AmpC no deterg: AmpC beta-lactamase inhibition without detergent. P00811. AmpC nitrocefin hydrolysis, absorbance 480 nm, 0.0001% Triton. Potency, µM (series often up to 57.1 µM), for the others: at the highest dose activity change, negative = inhibition, hits mostly inhibitors. 330,000 tested, 0.52% active. AID 485341;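 also: potency is read from the fitted curve at half-maximal effect; plate controls were no compound for no effect and no enzyme for full effect; nearly all actives have a fitted effect of over 20% in size; some results filed as inactive show a strong effect at the top dose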
Target sequence (P00811 whole entry, looked up): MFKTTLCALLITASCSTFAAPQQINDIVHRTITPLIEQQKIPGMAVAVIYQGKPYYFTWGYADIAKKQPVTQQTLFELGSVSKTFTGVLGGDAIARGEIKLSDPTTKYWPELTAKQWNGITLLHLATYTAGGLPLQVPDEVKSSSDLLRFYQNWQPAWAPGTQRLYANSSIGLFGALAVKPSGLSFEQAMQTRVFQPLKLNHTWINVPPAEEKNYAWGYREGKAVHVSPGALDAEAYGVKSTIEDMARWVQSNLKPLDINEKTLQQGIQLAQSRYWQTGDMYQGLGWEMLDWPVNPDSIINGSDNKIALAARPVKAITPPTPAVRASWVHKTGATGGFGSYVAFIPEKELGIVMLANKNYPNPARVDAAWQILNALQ
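AmpC (5.3 nM in the dispensed reagent) in 20 mM phosphate pH 7.0 with 0.01% (detergent screen) or 0.0001% Triton X-100 was preincubated with compounds for 15 min at room temperature. Nitrocefin was then added from an 800 uM solution, and hydrolysis was followed at 480 nm.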
Sm TGR inh: S. mansoni TGR enzyme inhibition | Q962Y6 | purified TGR, DTNB reduction, TNB absorbance 405 nm | Potency, µM (doses to about 114 µM), for the others: at the highest dose activity change, negative = inhibition, actives largely listed as inhibitors | 360,000 tested, 3% active | AID 485364; also: potency is read from the fitted curve at half-maximal effect; nearly all actives have a fitted effect of over 60% in size
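Kinetic colorimetric format: TGR-catalysed, NADPH-driven DTNB reduction monitored via TNB absorbance. Enzyme dispensed at 20 nM; compound exposure 15 min at room temperature before reaction start.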
AmpC inh detg: blocks E. coli AmpC beta-lactamase in detergent assay | AID 485294 | AmpC hydrolysis of nitrocefin, absorbance 480 nm, 0.01% Triton | 370,000 tested, 0.041% active | P00811 | Potency, µM (titrated, usually from 114 µM), for the others: at the highest dose activity change, negative = inhibition, most hits filed as inhibitors;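 also: potency is read from the fitted curve at half-maximal effect; 0% = no-compound wells and -100% = no-enzyme wells; nearly all actives have a fitted effect of over 25% in size; some results filed as inactive show a strong effect at the top dose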
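20 mM phosphate pH 7.0 + 0.01% (detergent screen) or 0.0001% Triton X-100; 5.3 nM AmpC reagent; cpd preinc 15 min RT; nitrocefin (800 uM stock) to start; A480 q20 s × 4 min; Activity was normalised to no-enzyme and no-compound control wells.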
HCMV antiviral: human cytomegalovirus inhibition. HFF cells, HCMV-luciferase reporter, 72 h; active compounds read low. 410,000 tested, 4.5% active. activity change, negative = inhibition, % at 57.5 µM; in the data active = activity change below about -60%; inconclusive = no clear call, values can overlap the other calls; inactive = above about -39%
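Human foreskin fibroblasts infected with luciferase-reporter HCMV at MOI 1 PFU/cell, compounds at two doses. Luciferase measured 72 h post infection; normalized to buffer-only basal and Salinomycin (10uM) controls.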
Giardia FBPA inh: blocks Giardia fructose-bisphosphate aldolase activity. A8B2U2. purified Giardia FBPA. Potency, µM (highest dose often 59.6 µM), without a hit: at the top dose activity, negative = inhibition, usual class: inhibitors. 290,000 tested, 0.71% active; also: potency is read from the fitted curve at half-maximal effect; nearly all actives have a fitted effect of over 55% in size
Target sequence (A8B2U2 whole entry, looked up): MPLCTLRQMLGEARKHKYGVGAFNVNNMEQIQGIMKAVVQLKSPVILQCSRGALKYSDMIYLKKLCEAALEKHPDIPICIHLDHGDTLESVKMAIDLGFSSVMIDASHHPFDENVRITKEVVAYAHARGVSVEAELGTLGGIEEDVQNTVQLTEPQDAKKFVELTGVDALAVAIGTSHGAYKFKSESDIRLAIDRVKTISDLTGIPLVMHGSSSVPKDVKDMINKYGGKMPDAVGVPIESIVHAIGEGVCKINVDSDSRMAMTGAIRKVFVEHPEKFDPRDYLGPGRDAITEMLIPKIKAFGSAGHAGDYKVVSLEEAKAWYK
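40 nM FBPA preincubated 10 min at RT with compound (up to 57.5 uM final), then substrate plus GAPDH/TPI/NAD/arsenate coupling and diaphorase/resazurin added. Fluorescence read after 20 min at RT, 525/598 nm.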
HCV inh: inhibitors of hepatitis C virus infection | 340,000 tested, 3.4% active | Potency, µM (series often up to 41.8 µM), for inactives: at the highest dose activity change, negative = inhibition, actives largely listed as inhibitors | Huh7.5.1 HCVcc-Cre infection, luciferase reporter, 44 h | AID 651820; also: potency is read from the fitted curve at half-maximal effect
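A cell-based infection assay in which seeded cells (1,000 per well) receive test compound after 4 h, are inoculated with HCVcc-Cre at approximately 0.5 moi, and are incubated 44 h before luminescence detection.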
The depositor's hits bear a star; ? = inconclusive; · = no result given; & = joins results of further samples; [ ] = dose if it differs, or a comment. Unless noted, calls follow the shape of the dose curve; as a rule, active = well fitted curve in the direction sought with a large enough effect; inconclusive = small, poorly fitted or top-dose-only effect, or another doubt; inactive = no such curve, though single readings can be large; an effect the other way counts as inactive or inconclusive. Unless noted, % is scaled to controls: 0 for no effect and ±100 for the full control effect.

SMILES	AmpC no deterg	Sm TGR inh	AmpC inh detg	HCMV antiviral	Giardia FBPA inh	HCV inh
COc1ccc(C(CC(=O)N2CCCC2)c2c(OC)cc(OC)c3c(-c4ccccc4)cc(=O)oc23)cc1 (configuration not stated)	142%[activator]	-29%	4%	49	-5%&0%	?
COc1cc(OC)c(OC)cc1CN1CCCC(C(=O)c2ccc3c(c2)OCO3)C1 (configuration not stated)	2%	2%	10%	37	3%	-24%
O=C(COc1ccc2c(-c3ccccc3)cc(=O)oc2c1)NCCN1CCOCC1	-12%	-4%	-3%	-24	9%	7%
CCN(CC)S(=O)(=O)c1cccc(NC(=O)COc2ccc(Cl)cc2Br)c1	-6%	7%	?	-39	-4%	?
Cn1nc(-c2ccccc2)c(N2CCCCC2)cc1=O	19%	0%	5%	89	10%	-7%
CCOP(=O)(OCC)C(C)(C)NC(=O)C(Cl)(Cl)Cl	-7%	1%	3%	56	1%	1%
O=C1CCCC2=C1C(c1cccc(O)c1)c1c(ccc3ncccc13)N2 (configuration not stated)	-39%	32µM*	-4%	21	-7%	-2%
CCc1ccc(-c2nn(CC(=O)Nc3ccccc3)c3c2cnc2ccc(F)cc23)cc1	·	1%	13%	56	·	·
Cc1ccc(CN2C3=NC(=O)CN3c3ccccc32)cc1	·	-1%	-2%	-16	6%	-2%
CCCCn1nnc(NC(=O)COc2cc(C)ccc2C(C)C)n1	7%	-2%	-5%	-2	0%	?
N#CCn1cnc2c(oc3ccccc32)c1=O	-6%	1%	-6%	·	-2%	20%
C=CCN(CCNP(=O)(OCC)OCC)CP(=O)(OCC)OCC	-1%	-32%	-7%	-5	2%	8%
CC(NC(=O)c1cccs1)C(c1cccs1)N1CCN(Cc2ccccc2)CC1 (configuration not stated)	10%	-12%	-6%	-25	1%	?
Clc1ccc(Cn2ccc3ccccc32)cn1	-18%	-2%	-8%	44	1%	-6%
CNc1ncc(-c2nnnn2-c2ccccc2)c(-c2ccccc2)n1	-20%	5%	7%	-18	-1%	-2%
CC1CCC(NC(=O)C2CC(O)CN2S(=O)(=O)c2ccc([N+](=O)[O-])cc2)CC1 (configuration not stated)	-9%	·	·	0	·	6%
COC(=O)c1ccc(SC2CCCCC2)c([N+](=O)[O-])c1	-7%	3%	-3%	?	7%	-23%
CCN(CC)CCN(C(=O)c1ccc2c(c1)CCCC2)c1nc2ccc(C)cc2s1	69%[activator]	0%	-8%	10	-26%	?
CCOc1ccccc1NC(=O)Cn1ncc2c(=O)oc3ccc(C)cc3c21	·	-8%	0%	8	·	·
Cn1c(N2CCCC2)nc2c1c(=O)n(Cc1ccc(Cl)cc1)c(=O)n2C	46%	5%	2%	-11	2%	?
COc1cc(OC)cc(C(=O)Nc2ccc3nc4n(c(=O)c3c2)CCCCC4)c1	89%[activator]	10%&2%	2%&18%	17&5	1%	?
COc1ccc2c(c1)CC(C(=O)NCCCN1CCN(c3cccc(Cl)c3)CC1)CO2 (configuration not stated)	·	2%	-3%	-35	·	·
O=C(CCN1CCN(c2ccccc2)CC1)NNC(=O)Cc1c(F)cccc1Cl	-6%	0%	-11%	-17	·	?
CCOC(=O)N1CCC(NC(=O)c2ccc3nc(N4CCOCC4)sc3c2)CC1	-14%	-17%	-1%	3	0%	15%
CC(=O)NC(c1ccc(C(C)C)cc1)c1ccc2cccnc2c1O (configuration not stated)	76%[activator]	0%	-9%	-99*	16%	8.9µM*
CCOc1cccc(C(=O)Nc2cccnc2)c1	-12%	-8%	?	-5	3%	12%
O=C(CC1(O)C(=O)Nc2ccc(Br)cc21)c1ccc2c(c1)OCO2 (configuration not stated)	-8%	-4%	-10%	63	-3%	13%
COc1ccccc1CNC(=O)CCS(=O)(=O)Cc1ccc(C)cc1	36%	6%	2%	-2	·	12%
COc1cc(-c2nc(-c3ccccc3)c(-c3cccs3)[nH]2)cc(OC)c1OC	83%[activator]	-17%	-6%	21	0%	22µM*
CCOC(=O)CC(NC(=O)CCc1c(C)nc2nc(C)nn2c1C)c1ccc(C)cc1 (configuration not stated)	28%	-2%	2%	-1	0%	12%
Cc1ccccc1-c1nc(SCC(=O)N(C)c2ccccc2)c2c(=O)n(C)c(=O)n(C)c2n1	·	?	12%	27	·	·
CC(C)Oc1ccc(CNC(=O)CN2C(=O)c3cccnc3Oc3ccc(Cl)cc32)cc1	·	-11%	-1%	0	·	·
Cc1cccc(NC(=O)CN(C)S(=O)(=O)c2cnc[nH]2)c1C	·	-3%	21%	14&20	·	·
O=c1c2ccccc2[nH]c(=S)n1CCc1ccccc1	-22%	6%	?	-5	6%	-16%
Cc1ccc(-c2cc(C(F)F)n3ncc(C(=O)N4CCN(c5ccccn5)CC4)c3n2)cc1	11µM*	1%	-6%	-29	-3%	-11%&-15%
COc1ccc(C2/C(=C(\O)c3ccc4c(c3)OCCO4)C(=O)C(=O)N2Cc2ccco2)c(OC)c1 (configuration not stated)	-34%	?	-15%	80	6%	-9%

Of the compounds above, seven have an aryl methoxy group:
SMILES	AmpC no deterg	Sm TGR inh	AmpC inh detg	HCMV antiviral	Giardia FBPA inh	HCV inh
COc1ccc(C(CC(=O)N2CCCC2)c2c(OC)cc(OC)c3c(-c4ccccc4)cc(=O)oc23)cc1 (configuration not stated)	142%[activator]	-29%	4%	49	-5%&0%	?
COc1cc(OC)c(OC)cc1CN1CCCC(C(=O)c2ccc3c(c2)OCO3)C1 (configuration not stated)	2%	2%	10%	37	3%	-24%
COc1cc(OC)cc(C(=O)Nc2ccc3nc4n(c(=O)c3c2)CCCCC4)c1	89%[activator]	10%&2%	2%&18%	17&5	1%	?
COc1ccc2c(c1)CC(C(=O)NCCCN1CCN(c3cccc(Cl)c3)CC1)CO2 (configuration not stated)	·	2%	-3%	-35	·	·
COc1ccccc1CNC(=O)CCS(=O)(=O)Cc1ccc(C)cc1	36%	6%	2%	-2	·	12%
COc1cc(-c2nc(-c3ccccc3)c(-c3cccs3)[nH]2)cc(OC)c1OC	83%[activator]	-17%	-6%	21	0%	22µM*
COc1ccc(C2/C(=C(\O)c3ccc4c(c3)OCCO4)C(=O)C(=O)N2Cc2ccco2)c(OC)c1 (configuration not stated)	-34%	?	-15%	80	6%	-9%

Next part.
SMILES	AmpC no deterg	Sm TGR inh	AmpC inh detg	HCMV antiviral	Giardia FBPA inh	HCV inh
COC(=O)CCN(c1ccccc1)S(=O)(=O)c1cc(-c2cc(C)no2)ccc1C	65%[activator]	3%	-3%	-31	12%	?
CC(C)CCNC(=O)C(=O)Nc1ccc2c(c1)N(S(=O)(=O)c1cccs1)CCC2	-30%	-1%	?	-12	·	?
COC(=O)C1=C(N)Oc2cc(C)n(Cc3ccco3)c(=O)c2C1c1cccc(Cl)c1 (configuration not stated)	-30%	-17%	-4%	-22	6%	8.9µM*
C=CCSc1ncc(C#N)c(N)n1	-15%	-9%	-9%	32	3%	4%
Cc1ccc(C(=O)NC2(C(F)(F)F)N=C3SCCN3C2=O)cc1 (configuration not stated)	-6%	0%	1%	-22	1%	6%
CCOC(=O)c1cnc(SCc2nc(N)nc(Nc3ccccc3)n2)nc1N	-11%	-9%	-15%	-82*	-1%	?
CCOCCc1nnc(NC(=O)C2CC(=O)N(CCc3ccc(F)cc3)C2)s1 (configuration not stated)	32%	0%	3%	30	4%	5%
Cc1nc(NN)nc(NCc2ccccc2)n1	-16%	0%	?	69	-19%	-12%
Cc1ccc(C(=O)NCC(c2cccs2)S(=O)(=O)c2cccs2)cc1 (configuration not stated)	·	?	4%	37	·	·
COC(=O)/C=c1/s/c(=C(/C#N)C(=O)N2CCCCC2)n(-c2ccccc2)c1=O	-10%	-26%	0%	-69*	2%	2%
Nc1cc(C(F)(F)F)cc([N+](=O)[O-])c1N	?	-2%	1%	44	-5%	?
COc1cc(C(=O)Nc2ccc(N(C)C)cc2)c([N+](=O)[O-])cc1OC	-9%	2%	2%	-8	-2%	-12%
CCOC(=O)C1=C(CC)OC(N)=C(C#N)C1c1ccsc1 (configuration not stated)	-3%	-4%	0%	0	-22%	11%
Cc1ccc(C(Nc2ccccn2)c2ccc3cccnc3c2O)cc1 (configuration not stated)	·	1µM*	-8%	-64*	·	·
CC(C)OC(=O)CC1C(=O)NCCN1C(=S)NC(=O)CCc1ccccc1 (configuration not stated)	-20%	-2%	7%	-38	-9%	-6%
Clc1ccc(-c2nnc(NCCN3CCCC3)c3ccccc23)cc1	54%	-16%	-10%	-23	-22%	?
COc1ccc2[nH]c(=O)c(-c3nnn(-c4ccccc4)n3)cc2c1	-12%	?	4%	59	-5%	8%
COC(C[C@@H]1O[C@H]1[C@@H](O)COCc1ccccc1)OC	-9%	11%	0%	-18	0%	-17%[8.37 µM]
O=C(Cn1cc(Br)ccc1=O)Nc1ccc2c(c1)OCO2	-11%	-24%	2%	-14	·	16%
COc1ccc(/C=C/C2=CC(C)(C)NC(=S)N2)c(OC)c1	-24%	·	-6%	-40	0%	14µM*
CCOC(=O)Cn1nc(/C=C/c2ccccc2)ccc1=O	60%	13%	-3%	2	3%	20%
CC(=O)Nc1ccc(N(C(=O)c2cnccn2)C(C(=O)NC2CCCCC2)c2ccc(O)cc2)cc1 (configuration not stated)	-26%	16µM*	7%	17	-3%	19%
CCOc1ccc2nc(N3CCCC(C(=O)NCc4ccc(OC)cc4)C3)sc2c1 (configuration not stated)	·	4%	-9%	57	·	·
COc1ccc(-n2nc(C(=O)N3CCN(c4cccc(C)c4)C(C)C3)c3c4ccccc4n(C)c3c2=O)cc1Cl (configuration not stated)	·	-13%	-1%	13	·	·
Nc1nccc(-c2nn(-c3ccc(Cl)cc3)ccc2=O)n1	-4%	-7%	3%	-30	2%	5%
COc1ccc(OCCCC(=O)Nc2cc(Cl)ccc2-n2cncn2)cc1	-4%	-3%	0%	-4	·	?
Nc1nc(-c2ccccc2)c(N=Nc2cccc3ccccc23)s1	-22%	-3%	-3%	4	-8%	?
COc1ccc(NC(=O)CN(C)C(=O)C2CCCO2)cc1 (configuration not stated)	-3%	-6%	10%	-25	·	2%
COc1ccc(-c2nc(CS(=O)(=O)CC(=O)NCc3ccccc3Br)c(C)o2)cc1	-23%	-3%	-9%&19%	-2&-25	20%	-27%
CCO[C@@H]1OC(C(=O)N2CCCCCCC2)=C[C@H](c2ccc3c(c2)OCO3)[C@H]1CCCO	100%[activator]	6%	5%	-9	0%	-3%[8.37 µM]
CN1C=CC=C/C1=C1/SC(=S)N(Cc2ccccc2)C1=O	-31%	3%	-1%	-32	-9%	1%
O=C(O)c1ccc(NCc2ccc(Br)cc2)cc1	-10%	17%	6%	0	20%	4%
CC1CCN(S(=O)(=O)N2CCC(C(=O)NCc3ccc4c(c3)OCO4)CC2)CC1	2%	-1%	-10%	22	4%	8%
CCN(CC)C(=O)Cn1c(=O)oc2ccccc21	-1%	9%	6%	13	4%	11%
Cc1ccc(NC(=O)CSc2nc(N)cc(=O)[nH]2)cc1S(=O)(=O)N1CCCCCC1	-37%	·	·	33	·	?

Screening data as filed in PubChem.
